# MITF inh: MITF inhibitors, primary screen, biochemical, AlphaScreen, human | Microphthalmia-associated transcription factor (Homo sapiens), O75030 | inhibition, % at 2.6 µM | 650,000 compounds, 0.91% hits | AlphaScreen MITF homodimerization, bead proximity signal; in the data active means inhibition above about 50%;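 further: 0% = vehicle wells with protein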
# GPR151 activ: activators of human GPR151, primary screen, cell-based, PathHunter beta-arrestin, luminescence | G-protein coupled receptor 151 (Homo sapiens), Q8TDV0 | PathHunter beta-arrestin GPR151 cells | activation, % at 11.2 µM | 650,000 compounds, 1% hits; in the data active means activation above about 4.9%;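 further: 0% = median of compound wells and 100% = cells with positive control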
# TEAD-YAP inh: TEAD-YAP interaction inhibition, primary screen, TEAD-YAP interaction inhibitor project, luminescence, HEK-TIYL cells; inhibition, % at 9.12 µM; TEAD-Gal4/YAP UAS-luciferase luminescence; 640,000 compounds, 1.4% hits; in the data active means inhibition above about 32%;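 further: 0% = median of test compound wells and 100% = reference inhibitor wells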
# FBW7 act: FBW7 E3 ligase activators, primary screen, biochemical, AlphaScreen, human; F-box/WD repeat-containing protein 7 (Homo sapiens), Q969H0; AlphaScreen FBW7–phospho-cyclin E peptide binding, activator screen; normalized activity (activation), % at 26.1 µM; 650,000 compounds, 0.13% hits; in the data active means normalized activity above about 1.9%;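 further: purified mutant Fbw7 with reduced substrate affinity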
# Target sequence (Q969H0 whole entry, looked up): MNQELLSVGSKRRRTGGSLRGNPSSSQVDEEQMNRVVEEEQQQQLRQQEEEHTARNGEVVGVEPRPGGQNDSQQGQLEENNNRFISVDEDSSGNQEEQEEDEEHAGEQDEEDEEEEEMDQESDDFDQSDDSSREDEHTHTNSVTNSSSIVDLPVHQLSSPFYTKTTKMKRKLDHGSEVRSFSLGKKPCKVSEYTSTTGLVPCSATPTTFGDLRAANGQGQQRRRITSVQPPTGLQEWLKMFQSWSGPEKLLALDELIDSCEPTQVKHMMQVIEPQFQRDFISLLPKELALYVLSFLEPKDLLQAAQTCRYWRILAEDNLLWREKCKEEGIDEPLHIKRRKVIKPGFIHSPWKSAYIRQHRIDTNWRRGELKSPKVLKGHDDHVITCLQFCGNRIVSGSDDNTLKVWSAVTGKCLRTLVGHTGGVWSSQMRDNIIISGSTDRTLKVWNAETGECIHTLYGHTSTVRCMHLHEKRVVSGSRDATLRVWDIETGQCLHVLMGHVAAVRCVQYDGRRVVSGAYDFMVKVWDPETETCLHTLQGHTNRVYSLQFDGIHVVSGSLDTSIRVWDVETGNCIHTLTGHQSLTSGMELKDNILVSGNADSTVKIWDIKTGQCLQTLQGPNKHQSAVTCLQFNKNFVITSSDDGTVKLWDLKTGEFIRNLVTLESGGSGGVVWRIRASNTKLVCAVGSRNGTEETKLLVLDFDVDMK
# Starred values were filed as active, the others as inactive; x = not tested or not shown; & = joins results of further samples. Outcome played no part in choosing rows; any-hit rate near 3.4%.
# The opening 2 compounds (preview)
No. | structure | MITF inh | GPR151 activ
1 | COc1ccccc1/C=C1\SC(=S)N(CCC(=O)Nc2ccc(O)cc2)C1=O | -3 | 1.9
2 | CCOc1ccc(NCC(=O)N/N=C/c2ccc(Cl)cc2)cc1 | 13 | -0.6

No. | TEAD-YAP inh | FBW7 act
1 | -4 | -0.3
2 | 6 | -0.2

# The list itself, repeating the preview:
No. | structure | MITF inh | GPR151 activ
1 | COc1ccccc1/C=C1\SC(=S)N(CCC(=O)Nc2ccc(O)cc2)C1=O | -3 | 1.9
2 | CCOc1ccc(NCC(=O)N/N=C/c2ccc(Cl)cc2)cc1 | 13 | -0.6
3 | CCSc1nnc(C2CCN(CC(=O)NCc3cccs3)CC2)n1C | -5 | -0.9
4 | CCOC(=O)C1=C(C)N=c2s/c(=C/c3cc([N+](=O)[O-])ccc3N3CCN(C)CC3)c(=O)n2C1c1cc(OC)c(OC)c(OC)c1 (stereo not given) | 3 | -0.9
5 | O=C1Nc2ccccc2C(O)(C(=O)N2CCC3(CC2)OCCO3)N1c1ccccc1 (stereo not given) | 4 | -0.3
6 | O=C(Nc1ccc(NC(=O)C(c2ccccc2)c2ccccc2)cc1)c1ccco1 | 10 | 0.0
7 | CC(=O)c1cccc(NC(=O)COc2ccc(Br)cc2Cl)c1 | 12 | -1.1
8 | CSc1nc2c(c(=O)n1CCc1ccccc1)SCC2 | -1 | 0.2

No. | TEAD-YAP inh | FBW7 act
1 | -4 | -0.3
2 | 6 | -0.2
3 | 2 | 0.1
4 | -21 | 0.2
5 | 5 | -0.2
6 | 4 | 0.2
7 | -33 | 0.2
8 | 10 | 0.2

# Continued.
No. | structure | MITF inh | GPR151 activ
9 | Cc1ccc(NC(=O)c2ccc3c(c2)OCCO3)c([N+](=O)[O-])c1 | -2 | 2.0
10 | CCN(CC)c1ccc(C(=O)NCCN)cc1 | -4 | -0.7
11 | CCCCc1ccc(C(=O)Oc2cccc(OC(=O)c3ccc(CCCC)cc3)c2)cc1 | -3 | -0.2
12 | O=C(O)C1CSC(c2ccccc2Br)N1 (stereo not given) | -12 | -1.3
13 | CCCCC[C@H](O)/C=C/[C@H]1[C@H](O)CC(=O)[C@@H]1C/C=C\CCCC(=O)OC | 0 | 0.7
14 | CCC(O)(C#CCN1CCOCC1)CC | 6 | 1.1
15 | CC(=O)Nc1nonc1N1C(=N)S/C(=C/c2ccc(-c3cccc(C(F)(F)F)c3)o2)C1=O | -9 | 1.7
16 | Cc1cc2c3c(ccc(N)c3n1)C(=O)c1ccccc1-2 | -9 | 1.7

No. | TEAD-YAP inh | FBW7 act
9 | 14 | -0.2
10 | 12 | 0.0
11 | 6 | 0.0
12 | -79 | 0.3
13 | x | x
14 | -1 | 0.1
15 | 6 | 0.0
16 | -27 | 0.0

# Other compounds.
No. | structure | MITF inh | GPR151 activ
17 | CC(C)N(Cc1nccn1C)C(=O)CC1C(=O)NCCN1Cc1ccc(F)cc1 (stereo not given) | -10 | -1.0
18 | NS(=O)(=O)c1ccc(NCC(=O)O)c([N+](=O)[O-])c1 | -4 | -0.7
19 | OC1(O)C(C2COC3(CCCCC3)O2)OC2OC3(CCCCC3)OC21 (stereo not given) | 7 | -0.1
20 | O=C(CSc1ccccn1)N/N=C/c1c(O)ccc2ccccc12 | 9 | 0.4
21 | O=C(Nc1ccc(Br)cc1)c1nc[nH]c1C(=O)Nc1ccc(Cl)cc1 | 17 | -0.7
22 | CC1CCN(C(=O)CSc2nc3ccccc3c(=O)n2CCC(=O)NC2CCCCC2)CC1 | -12 | -0.1
23 | OCCCn1c(-c2ccccc2)nc(=S)c2c1CCCC2 | 14 | -0.3
24 | Cc1cc(C(=O)COC(=O)c2ccc[nH]c2=O)c(C)n1-c1ccccc1F | 17 | -1.0

No. | TEAD-YAP inh | FBW7 act
17 | 2 | 0.6
18 | 3 | -0.1
19 | 6 | -0.2
20 | 21 | -0.6
21 | 2 | -0.5
22 | -2 | 0.0
23 | 8 | -0.1
24 | -31 | 0.1

# Continued:
No. | structure | MITF inh | GPR151 activ
25 | Cc1cccc(CS(=O)(=O)CC2Nc3ccc(C(=O)NCc4ccccc4)cc3NC2=O)c1 (stereo not given) | 13 | -0.9
26 | CCCC1=NN2C(=N)/C(=C/c3ccc(-c4ccc(F)cc4)o3)C(=O)N=C2S1 | -21 | -0.7
27 | O=C(Nc1cc(C(F)(F)F)ccc1Cl)c1ccc(F)cc1 | 27 | -0.3
28 | CCOC(=O)NCc1ccc(Cl)cc1 | 23 | -0.6
29 | O=C(CCc1nnc(Cc2c[nH]c3ccccc23)o1)N1CCCCC1CCc1ccccn1 (stereo not given) | -3 | 0.1
30 | CC(NC(=O)Cc1c[nH]c2ccccc12)C1CC2CCC1C2 (stereo not given) | 4 | -0.7
31 | COc1ccccc1NC(=O)N1CCN(c2cc(-c3ccccc3)nc3ncnn23)CC1 | 21 | 1.7
32 | CCOC(=O)C1=C(O)/C(=C\c2ccc(N(C)C)cc2)SC1=Nc1ccc(Cl)cc1 | 2 | 0.2

No. | TEAD-YAP inh | FBW7 act
25 | 6 | 0.3
26 | -2 | 0.0
27 | 0 | 0.3
28 | -7 | 0.5
29 | -5 | -0.1
30 | -6 | 0.1
31 | -12 | 1.2
32 | 5 | 0.3

# Further structures
No. | structure | MITF inh | GPR151 activ
33 | COc1ccc(CNC(=O)c2cc3c(C)nc4ccccc4c3o2)c(OC)c1 | -9 | 0.2
34 | COc1ccc(-c2cnn3c(Nc4cccc(N(C)C)c4)ccnc23)cc1OC | 1 | 0.8
35 | CC(C)N(CCNC(=O)Cc1cn(-c2ccc(Nc3ccncn3)nn2)c2ccccc12)C(C)C | 8 | -0.1
36 | CC(C)SC1=NSC2=NC(=O)/C(=C\c3ccco3)C(=N)N21 | 2 | -0.8
37 | Cc1sc2ncn(CC(=O)N3CCCC3)c(=O)c2c1S(=O)(=O)N1CCN(C)CC1 | -14 | -0.1
38 | COc1ccc(NC(=O)CSc2cc(C)[nH]c(=O)n2)cc1OC | -1 | 3.8
39 | CN=C1SC(CC(=O)Nc2ccccc2OC)C(=O)N1C (stereo not given) | 20&-13 | -0.1&1.6
40 | Cn1c(C(=O)NCC2CCCO2)cc2sccc21 (stereo not given) | -3 | -0.9

No. | TEAD-YAP inh | FBW7 act
33 | 34* | -0.1
34 | -2 | 0.0
35 | 0 | 0.1
36 | 11 | 0.7
37 | -3 | 0.0
38 | 2 | 0.0
39 | 11&-1 | 0.0&0.2
40 | -9 | -0.1

# The list continues:
No. | structure | MITF inh | GPR151 activ
41 | Cc1cnc(Nc2ncccn2)nc1NCCOc1ccccc1 | -9 | 1.1
42 | CCOC(=O)C1=C(C)N=c2s/c(=C\c3ccc(-c4ccc(C(=O)O)cc4)o3)c(=O)n2C1c1cccs1 (stereo not given) | 3 | -1.1
43 | COc1ccc(CC2(CCC(=O)N(C)Cc3ccn[nH]3)CCC(=O)N2)c(F)c1 (stereo not given) | 3 | 2.1
44 | CC1CC(=O)c2cnc(N3CCN(Cc4ccc5c(c4)OCO5)CC3)nc2C1 (stereo not given) | 4 | -0.1
45 | Cc1nc(Nc2ccc(NC(=O)c3cccc(F)c3)cc2)cc(-n2ccnc2)n1 | -11 | 2.3
46 | COc1ccc(NS(=O)(=O)c2ccc3c(c2)[C@H]2C=CC[C@H]2[C@@H](c2ccc(C(=O)O)cc2)N3)cc1 | 2 | 4.0
47 | Cc1cc(Nc2nnnn2-c2ccccc2)n(-c2ccc(Cl)cc2)n1 | -1 | 0.0
48 | Cc1c(C(=O)Nc2cnc3ccccc3c2)sc2ncn(CC(=O)N3CCCC3)c(=O)c12 | -5 | -0.1

No. | TEAD-YAP inh | FBW7 act
41 | -8 | -0.1
42 | 5 | -0.1
43 | -21 | -0.4
44 | -2 | 0.0
45 | -1 | 0.1
46 | 3 | -0.4
47 | 2 | -0.1
48 | -3 | -0.1

# Arranged by heavy-atom count (high to low): some entries from above.
No. | structure | MITF inh | GPR151 activ
46 | COc1ccc(NS(=O)(=O)c2ccc3c(c2)[C@H]2C=CC[C@H]2[C@@H](c2ccc(C(=O)O)cc2)N3)cc1 | 2 | 4.0
48 | Cc1c(C(=O)Nc2cnc3ccccc3c2)sc2ncn(CC(=O)N3CCCC3)c(=O)c12 | -5 | -0.1
43 | COc1ccc(CC2(CCC(=O)N(C)Cc3ccn[nH]3)CCC(=O)N2)c(F)c1 (stereo not given) | 3 | 2.1
47 | Cc1cc(Nc2nnnn2-c2ccccc2)n(-c2ccc(Cl)cc2)n1 | -1 | 0.0
41 | Cc1cnc(Nc2ncccn2)nc1NCCOc1ccccc1 | -9 | 1.1

No. | TEAD-YAP inh | FBW7 act
46 | 3 | -0.4
48 | -3 | -0.1
43 | -21 | -0.4
47 | 2 | -0.1
41 | -8 | -0.1

# Later entries:
No. | structure | MITF inh | GPR151 activ
49 | C=CCNC(=O)c1cc(Cl)ccc1NC(=O)c1ccc(OC)c(OC)c1 | 6 | -1.2
50 | CN(C(=O)c1ccc(N2CC3CC(C2)c2cccc(=O)n2C3)c(NC(=O)c2ccc(F)cc2)c1)C1CCCCC1 (stereo not given) | 1 | 1.7
51 | O=C(Nc1cc(Cl)cc(Cl)c1)C1C2C=CC3(O2)C1C(=O)N(CCCN1CCOCC1)C3C(=O)NC1CCCCC1 (stereo not given) | -9 | -0.8
52 | CCc1nnc(NC(=O)CS(=O)(=O)c2ccccc2)s1 | -6 | 2.6
53 | O=[N+]([O-])c1ccc2c(c1)C1OC(c3ccccc3)(c3ccccc3)c3ccccc3N1CO2 (stereo not given) | 2 | -0.5
54 | O=S(=O)(c1ccccc1)n1c(SCc2cccc(F)c2)nc2ccccc21 | -9 | 1.8
55 | Cc1cc(C)nc(NS(=O)(=O)c2ccc(NC(=O)c3ccccc3C)cc2)n1 | 5 | 0.3
56 | CCOC(=O)c1c(NC(=O)COC(=O)c2nc3nccc(C)n3n2)sc(CC)c1C | -7 | 1.9

No. | TEAD-YAP inh | FBW7 act
49 | 8 | 0.5
50 | 4 | -0.1
51 | 2 | 0.1
52 | -1 | 0.0
53 | -7 | 0.0
54 | -37 | -0.1
55 | 0 | 0.1
56 | -2 | -0.2

# Additional structures:
No. | structure | MITF inh | GPR151 activ
57 | CCOC(=O)c1c(C)nc2n(Cc3ccccc3Cl)c3ccccc3n12 | 4 | -0.7
58 | Cc1ccc(-n2c(-c3ccccc3)nnc2-c2ccccc2)cc1C | 0 | 0.9
59 | O=C1CC(c2cccc([N+](=O)[O-])c2)C2=C(CC(c3ccccc3Cl)CC2=O)N1 (stereo not given) | 14 | -0.1
60 | COc1c(O)cccc1/C=N/NC(=O)Cn1ccnc1C | 7 | -1.1
61 | O=C(CN1C(=O)c2c(Cl)c(Cl)c(Cl)c(Cl)c2C1=O)Nc1ccccc1 | 2 | -0.3
62 | CCOC(=O)CC1(C)Nc2cccc([N+](=O)[O-])c2N1 (stereo not given) | -2 | 0.4
63 | CC1CCN(Cc2nc3c(c(=O)n(C)c(=O)n3C)n2CCCO)CC1 | 18 | 1.6
64 | COc1cccc2cc(C(N)=O)c(=Nc3ccc(-c4ccccc4)cc3)oc12 | 0 | -2.7

No. | TEAD-YAP inh | FBW7 act
57 | 3 | -0.1
58 | 12 | -0.1
59 | -1 | 0.2
60 | 6 | 0.0
61 | 3 | 0.0
62 | -5 | 0.0
63 | 0 | 0.1
64 | -62 | 0.8

# Following part:
No. | structure | MITF inh | GPR151 activ
65 | CCCCCn1c(=S)[nH]c2cc(C(=O)Nc3cc(OC)c(OC)c(OC)c3)ccc2c1=O | 25 | 0.3
66 | O=C(NC(C(=O)Nc1nccs1)C12CC3CC(CC(C3)C1)C2)c1ccccc1 (stereo not given) | 7 | -0.8
67 | CCCCc1ccc(C2=N/C(=C\c3ccc(F)cc3)C(=O)O2)cc1 | 3 | 2.1
68 | Cc1cccc(CN[C@H]2C[C@H]3C(=O)N[C@@H](Cc4ccccc4)C(=O)N3C2)c1 | 14 | 0.0
69 | Cc1ccnc(Nc2ccc(N3CCN(C(=O)C4CCCO4)CC3)nn2)c1 (stereo not given) | 13 | 2.5
70 | CCCCN(C)C(=O)c1nc2ccccn2c1CN1CCOc2ccccc2C1 | 12 | 0.3
71 | COC(=O)Cn1c(=O)c2c(n(Cc3ccccc3)c1=O)NCC2=O | 0 | 0.7
72 | CCN1C(=O)/C(=C/c2ccc(OC)c(OC)c2)SC1=S | 3 | 0.3
73 | CC(=O)Oc1ccc(N2C(=O)c3ccc(C(=O)c4ccc([N+](=O)[O-])cc4)cc3C2=O)cc1 | -9 | 0.2
74 | CCOc1cc(C2CC(=O)NC3=C2C(=O)CC(c2ccc(OC)c(OC)c2)C3)ccc1O (stereo not given) | 17 | 6.3*
75 | CCC(=O)Nc1cc(C)c(NC(=O)c2cccs2)cn1 | 9 | -0.3

No. | TEAD-YAP inh | FBW7 act
65 | -2 | -0.2
66 | 3 | 0.1
67 | -16 | -0.3
68 | 2 | 0.1
69 | 1 | -1.2
70 | 9 | 0.1
71 | 2 | -0.1
72 | -1 | -0.2
73 | -1 | 0.1
74 | -1 | 0.2
75 | 2 | 0.4
